# HTR5A inv ag – HTR5A inverse agonists in luminescence cell assay, primary screen, counter-screen for OPRM1-OPRD1 heterodimer inverse agonist project, full-deck HTS; 5-hydroxytryptamine receptor 5A (Homo sapiens), P47898; HTR5A cell line, inverse agonism; AID 504634, 2011; inhibition, % at 9.3 µM; hit rate 0.083% among 340,000; in the data active = inhibition mostly above about 23%, no sharp cut-off; inactive = mostly below about 18%;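 also: 0% = cells with DMSO and 100% = no-cell wells with DMSO; some compounds called inactive have numbers as strong as hits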
# Target sequence (P47898 whole entry, looked up): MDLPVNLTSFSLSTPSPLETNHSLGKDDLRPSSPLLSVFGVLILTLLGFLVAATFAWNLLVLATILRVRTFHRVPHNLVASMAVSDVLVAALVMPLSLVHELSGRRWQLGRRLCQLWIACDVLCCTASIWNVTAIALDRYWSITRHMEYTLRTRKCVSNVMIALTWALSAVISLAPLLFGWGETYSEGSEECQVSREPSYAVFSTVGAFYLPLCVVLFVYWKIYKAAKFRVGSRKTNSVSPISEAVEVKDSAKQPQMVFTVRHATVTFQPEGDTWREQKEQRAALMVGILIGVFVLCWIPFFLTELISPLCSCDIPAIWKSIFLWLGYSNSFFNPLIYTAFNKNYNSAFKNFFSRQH
# HTR5A ag ctr – HTR5A agonists in luminescence cell assay, primary screen, counter-screen for OPRM1-OPRD1 heterodimer agonist project, full-deck HTS | 5-hydroxytryptamine receptor 5A (Homo sapiens), P47898 | cell-based | activation, % at 9.3 µM | hit rate 0.61% among 340,000 | AID 504692, 2011; in the data active = activation mostly above about 9.5%, no sharp cut-off; inactive = mostly below about 7.6%;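 also: 0% = cells with vehicle only and 100% = reference agonist; strong numbers were not always called active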
# phage Ecoli inh – growth loss of phage-infected E. coli, primary screen, RecBCD inhibitor project, absorbance, with phage, HTS | AID 651602, 2012 | hit rate 0.26% among 360,000 | inhibition, % at 11.9 µM; in the data active = inhibition above about 11%
# PKA-R1A activ – activators of PKA-R1A holoenzyme, primary screen, biochemical, fluorescence polarization, Cy5-IP20, bovine R1A, mouse PKAc | PKA-R1A dissociation; scaled: DMSO 0%, 113 µM cGMP 100% | activation, % at 11.4 µM | hit rate 0.083% among 340,000 | AID 504707, 2011;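 active = percent activation above the mean of all tested compounds plus 3 SD, cut at about 19% in these data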;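 also: higher means more PKAc released from R1A so a rise in polarization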
# PKA-R2B act – activators of PKA-R2B holoenzyme, primary screen, biochemical, fluorescence polarization, Cy5-IP20, human. cAMP-dependent protein kinase catalytic subunit beta (Homo sapiens) + cAMP-dependent …. PKA-R2B holoenzyme dissociation; R2B truncated from residue 108, S112A mutant; 0% DMSO only, 100% 113 µM cGMP. AID 504700, 2011. hit rate 0.079% among 340,000. activation, % at 11.4 µM;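 active = activation above a cutoff set at the mean over all compounds plus 3 SD, cut at about 18% in these data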;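 also: higher means more holoenzyme dissociation and a rise in polarization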
# DAGLB inh – DAGLB lipase inhibitors, primary screen, biochemical, fluorescence, HTS; HEK293T DAGLB membrane lysate, EnzChek fluorogenic substrate; hit rate 0.059% among 340,000; AID 504411, 2011; inhibition, % at 5.17 µM; Diacylglycerol lipase-beta (Homo sapiens), Q8NCG7; in the data active = inhibition above about 34%;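 also: 0% = enzyme with vehicle and 100% = wells lacking enzyme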
# Target sequence (Q8NCG7 whole entry, looked up): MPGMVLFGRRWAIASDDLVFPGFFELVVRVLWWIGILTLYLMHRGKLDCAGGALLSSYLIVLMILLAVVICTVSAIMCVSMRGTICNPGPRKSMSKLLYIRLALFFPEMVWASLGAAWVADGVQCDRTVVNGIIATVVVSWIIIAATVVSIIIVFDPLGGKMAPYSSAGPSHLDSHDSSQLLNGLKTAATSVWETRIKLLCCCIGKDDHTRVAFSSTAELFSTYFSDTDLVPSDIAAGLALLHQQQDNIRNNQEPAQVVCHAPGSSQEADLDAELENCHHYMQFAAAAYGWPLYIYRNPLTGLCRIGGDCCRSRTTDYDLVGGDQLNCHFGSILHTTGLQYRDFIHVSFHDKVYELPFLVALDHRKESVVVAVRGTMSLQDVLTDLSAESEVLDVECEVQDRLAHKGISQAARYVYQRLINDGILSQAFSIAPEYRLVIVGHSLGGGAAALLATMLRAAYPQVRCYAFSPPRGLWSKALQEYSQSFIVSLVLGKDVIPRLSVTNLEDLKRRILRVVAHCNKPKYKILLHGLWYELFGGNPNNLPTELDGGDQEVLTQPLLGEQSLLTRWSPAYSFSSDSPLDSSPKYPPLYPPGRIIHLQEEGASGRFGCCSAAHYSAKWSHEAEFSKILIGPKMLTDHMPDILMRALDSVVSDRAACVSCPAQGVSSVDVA
# Mot1-301 SUMO – yeast Mot1-301 growth rescue at high temperature, primary screen, SUMOylation pathway inhibitor project, S. cerevisiae, ATP luminescence, 38.5C | AID 2716, 2010 | growth rescue, % at 18.8 µM | S. cerevisiae Mot1-301 growth rescue; percent above DMSO median, 100 means doubled | hit rate 1% among 320,000;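 active = every valid replicate shows activation above 250% relative to neutral control wells; inactive = the rest, any valid replicate at or below 250%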;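 also: OY570 slx delta 5 strain wells were the positive control but not used for scaling; some compounds called inactive have numbers as strong as hits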
# Tat transport – E. coli Tat export inhibitors, primary screen, MC4100, TorA-mCherry reporter, fluorescence, single point. inhibition, % at 10 µM. hit rate 0.036% among 340,000;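 active = mean replicate inhibition at least 50% and at least half of replicates individually reaching 50%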;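 also: exported cargo escapes ClpAP degradation while cytoplasmic cargo is degraded and loses fluorescence; 0% = median of neutral control wells and 100% = median of NaSCN control wells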
# CDK5 p35 inh – inhibitors of human CDK5/p35 kinase, primary screen, biochemical, single concentration; Cyclin-dependent kinase 5 (Homo sapiens) + Cyclin-dependent kinase 5 activator 1 (Homo …; Recombinant CDK5/p35, ADP-Glo luminescence, 60 min; inhibition, % at 10 µM; hit rate 0.01% among 330,000; AID 488839, 2010;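 active = highest replicate inhibition of at least 50% and at least 75% of replicates reaching 50%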;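 also: plate controls were DMSO neutral control for no effect and GW8510 at 10 µM for full effect; many of its hits are not listed in these tables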
# Ecoli viability – E. coli V3065 growth inhibition, primary screen, counter-screen for AddAB inhibitor project, absorbance, OD600; hit rate 0.27% among 330,000; inhibition, % at 11.9 µM; 18 h;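 active = inhibition above the campaign's mean inhibition across all tested compounds plus 3 SD, cut at about 9.9% in these data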;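 also: uninfected addAB+ strain grown without phage in ampicillin broth; 0% = DMSO wells and 100% = ciprofloxacin 0.95 µg/ml wells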
# AddAB inh – growth inhibition of E. coli expressing H. pylori AddAB, primary screen, AddAB inhibitor project, absorbance | inhibition, % at 11.9 µM | hit rate 0.29% among 330,000; in the data active = inhibition above about 12%;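 also: 0% = vehicle wells of infected cells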
# Starred values were filed as active, the others as inactive; . = no result given.
SMILES,HTR5A inv ag,HTR5A ag ctr,phage Ecoli inh,PKA-R1A activ,PKA-R2B act,DAGLB inh,Mot1-301 SUMO,Tat transport,CDK5 p35 inh,Ecoli viability,AddAB inh
COc1ccc(-c2nc(C#N)c(N3CCN(c4cccc(Cl)c4)CC3)o2)cc1OC,-28.5,-4.3,1.2,-6.3,-1.1,-1.3,90.5,-1.9,0.5,2.9,0.1
COc1ccc(NC2CCCN(C(=O)CN3CCOC3=O)C2)cc1 (stereo unspecified),-3.2,1.3,2.3,2.9,10.2,0.4,6.1,-2.4,-0.8,-1.6,0.9
CCCCCn1c(=O)[nH]c2cc(C(=O)NCCc3ccc(OC)c(OC)c3)ccc2c1=O,-10.0,-0.8,1.1,-7.2,0.3,1.2,-5.4,-3.9,0.6,0.7,0.9
CC1(C)N=C(c2ccc(Cl)cc2Cl)C(=O)N1,11.5,-5.2,2.0,-9.2,-3.9,-0.3,11.2,6.3,-0.5,-1.0,1.3
O=C(COC(=O)c1ccccc1Cc1ccccc1)NC1CCS(=O)(=O)C1 (stereo unspecified),-9.4,2.6,2.4,7.5,-3.9,-1.4,-9.8,3.5,-4.0,-0.6,3.5
Cc1nc2c(oc3ccccc32)c(=O)o1,-19.6,2.3,-2.2,-7.9,-9.6,0.8,-8.3,-4.3,0.9,-2.6,4.1
Cc1csc(NC(=O)CSc2nncc(=O)n2N)n1,0.2,-1.6,1.2,6.7,-5.3,-1.6,0.1,-6.5,1.2,0.8,0.8
COC(=O)c1sc(N)c(C(=O)OC)c1COC(=O)CCNS(=O)(=O)c1ccc(C)cc1,10.0,2.5,2.8,6.7,1.4,2.9,2.6,9.2,0.5,-1.1,1.5
CN(C)CCOc1ncnc2c1oc1ccccc12,-23.6,1.2,3.7,4.0,-0.3,-0.6,-18.5,-8.4,1.0,0.4,1.8
Cc1ccc(NC(=O)CN2C(=O)N/C(=C/c3cccn3-c3ccc(C(=O)O)cc3)C2=O)cc1,-15.3,-1.6,-0.1,-6.2,-7.4,0.6,-2.2,-6.6,-1.5,-0.5,-1.4
CC(=O)NC(c1ccco1)c1ccc2cccnc2c1O (stereo unspecified),-18.2,-8.7,.,-8.1,3.1,2.1,-10.0,6.9,-1.4,-1.3,4.2
COc1ccc2cc(CCl)c(Cl)nc2c1,6.0,-2.2,2.7,-12.8,-5.9,1.7,0.5,1.6,2.4,2.9,-0.1
NS(=O)(=O)c1ccc(NC(=O)CSc2nc3c(cnn3-c3ccccn3)c(=O)[nH]2)cc1,-1.7,0.6,0.5,-12.9,-12.7,-0.2,.,2.0,-1.4,.,.
CCN(CC)C(=O)C1CCCN(C/C=C/c2ccccc2[N+](=O)[O-])C1 (stereo unspecified),-28.6,7.5,1.1,3.2,0.8,1.8,6.5,-3.1,1.8,-0.2,2.7
Cc1ccc2[nH]c(C)cc(=S)c2c1,-2.9,1.1,4.9,-9.9,1.6,-2.6,.,14.9,-1.6,.,.
COc1ccc(CCN2C(=O)C3CC=C(C)CC3C2=O)cc1OC (stereo unspecified),-14.7,4.0,0.8,4.2,1.1,1.7,7.1,7.6,-4.6,1.0,-1.9
O=C(Nc1cccnc1)c1noc2c1CCCCC2,-19.3,4.6,.,9.3,6.2,2.8,3.9,-0.4,-0.2,-0.4,1.6
CC1CCN(S(=O)(=O)N2CCN(C(=O)c3ccc4c(c3)OCO4)CC2)CC1,-6.2,2.2,2.2,0.0,-3.4,1.7,-5.1,-0.1,0.4,-2.1,0.3
NC(=O)c1ccc(NC(=O)CC23CC4CC(CC(Br)(C4)C2)C3)cc1,1.4,-0.6,-0.9,14.2,6.9,0.3,-9.4,7.2,0.7,-0.6,1.1
Cc1csc(SC(C)C(=O)Nc2ccc(F)cc2Cl)n1 (stereo unspecified),11.5,-3.2,2.7,-5.3,3.6,-2.4,-5.9,-4.8,-0.6,-1.2,0.3
CC(SC(C)C(=O)NN=Cc1c[nH]c2ccccc12)C(=O)NN=Cc1c[nH]c2ccccc12 (stereo unspecified),7.6,-2.1,0.1,-3.3,2.7,3.0,.,2.1,-0.9,.,.
Cc1cccc(C2=N/C(=C/c3cccs3)C(=O)O2)c1,-2.6,1.1,4.2,-6.8,4.5,-4.7,12.4,-3.2,-0.6,0.4,1.0
Cc1cc(C(=O)NC2CC(C)(C)Cc3c2cnn3-c2ccc(F)cc2)nn1C (stereo unspecified),-10.3,2.7,0.6,-3.6,5.2,2.0,.,0.9,-0.3,-3.4,1.2
COc1ccc(C(C(=O)NC2CCCCC2)N(C(=O)CCl)c2ccccc2Cl)cc1 (stereo unspecified),0.9,-0.3,3.5,5.3,-1.0,-3.5,27.1,-10.2,1.4,-0.1,-0.9
Cc1ccc(S(=O)(=O)N(C)CC(=O)N2CC(C)OC(C)C2)cc1 (stereo unspecified),0.3,-0.1,-0.5,0.8,-2.6,0.1,26.2,2.8,-2.3,0.7,0.1
# (more compounds)
SMILES,HTR5A inv ag,HTR5A ag ctr,phage Ecoli inh,PKA-R1A activ,PKA-R2B act,DAGLB inh,Mot1-301 SUMO,Tat transport,CDK5 p35 inh,Ecoli viability,AddAB inh
Cc1ccc(NC(=O)CSc2nnc(C3CC3)n2CC2CCCO2)cc1C (stereo unspecified),-23.6,1.3,1.3,-3.7,-18.1,0.2,14.2,4.1,0.3,0.6,3.3
CN1CCN(NC(=O)CC(C)(C)C)CC1,-8.9,3.2,0.5,4.2,3.3,0.9,-6.1,-5.1,0.2,1.3,2.0
CCS(=O)(=O)c1c(S(=O)(=O)CC)c2ccccn2c1C(N)=O,4.6,-1.9,3.8,-10.9,-5.0,0.0,-3.6,0.9,0.3,0.9,0.3
O=S(=O)(NCc1ccccc1)NCc1cccc(C(F)(F)F)c1,12.4,-4.5,2.8,-4.5,-10.8,1.3,2.9,-1.5,1.5,0.5,0.7
CCOc1cc(N2CCOCC2)c(OCC)cc1NC(=O)COC(=O)c1cc(C)oc1C,-11.8,3.2,1.5,7.7,-1.6,4.5,-2.8,-7.0,1.2,-2.3,1.1
O=[N+]([O-])c1ccc(O)c(C2=NNC(c3ccccc3F)C2)c1 (stereo unspecified),-10.7,4.4,-2.2,-22.2,-1.6,4.2,-10.0,-8.5,3.8,3.0,0.3
Cc1ccccc1CN1CCC(Oc2ccc(C(=O)N3CCCC3)cc2)CC1,6.7,5.9,2.7,2.0,-0.8,-1.3,0.4,1.3,-1.1,0.7,1.9
Cc1nnc(SCC(=O)Nc2cc(C(F)(F)F)ccc2Cl)n1C,0.1,0.0,4.2,-1.7,5.8,0.6,-5.4,-4.4,-0.1,1.9,3.1
COc1ccccc1NC(=O)CSc1nnc(Cn2nnc(-c3ccccc3)n2)n1-c1ccccc1,3.6,0.5,1.4,-17.5,-13.2,-2.6,68.7,1.5,2.0,-0.5,1.2
CCOC(=O)C1CCCN(CCC(=O)Nc2ccc(C)c(C)c2)C1 (stereo unspecified),6.3,-0.2,2.9,-11.2,-6.8,-3.3,-6.8,-23.9,-1.0,-0.5,0.3
NC(=O)COC(=O)c1ccccc1OCc1ccccc1Cl,19.3,1.1,4.4,6.5,3.3,-0.8,79.5,2.9,-1.1,-0.8,1.9
CC(=O)c1cccc(NC(=S)NC(=O)c2cccc(Cl)c2)c1,-9.4,0.1,5.4,-12.0,1.3,-10.1,-0.2,0.3,0.1,-2.7,-0.1
Clc1ccc(Cl)c(OCCCCNCc2ccccc2)c1,-22.1,9.2,5.8,0.5,7.2,-2.4,39.4,-13.0,-0.2,0.3,3.2
CCCN(CCC)C(C(=O)Nc1cccc(OC)c1)c1ccccc1 (stereo unspecified),-7.1,-4.3,3.3,-3.6,12.5,-7.7,17.4,6.2,1.1,-1.2,0.2
COc1ccc(SCC(=O)c2cc(C)c(OC(=S)N(C)C)c(C)c2)cc1,-21.1,-1.5,0.8,-3.8,3.2,-10.3,13.9,10.8,-1.5,2.1,0.4
CC(C(=O)NC1=NCCS1)N1C(=O)c2ccccc2C1=O (stereo unspecified),-12.1,4.6,3.7,-2.3,2.0,1.3,-10.4,0.6,-2.1,-0.8,1.4
COc1ccc(C2(C)NC(=O)N(CC3CCCCC3)C2=O)cc1 (stereo unspecified),-29.2,10.3,3.1,-9.3,2.3,0.6,17.8,6.2,-1.6,0.6,-0.7
COC(=O)Cn1c(=NC(=O)c2ccc(Cl)s2)sc2cc(F)ccc21,13.2,0.8,3.3,-15.6,-2.5,-1.8,-9.3,-6.5,-0.1,0.2,5.3
COc1ccc(CN(C)c2ccc(S(=O)(=O)N3CCN(C)CC3)cc2[N+](=O)[O-])cc1OC,-7.1,-0.2,0.0,-0.1,-12.2,2.6,-13.5,3.7,0.9,0.0,0.8
O=[N+]([O-])c1ccc(Oc2ccc(-c3cnc4ccccc4n3)cc2[N+](=O)[O-])cc1,-18.2,8.8,2.2,8.6,0.9,-1.3,-7.3,-4.3,-0.7,-0.5,2.1
CCOc1ccccc1NC(=O)C1CC(=O)n2ncnc2N1 (stereo unspecified),-17.9,5.5,2.4,4.2,-2.5,-0.3,-28.5,3.7,0.0,-1.9,3.4
O=C(Nc1ccccc1)C1=C[C@H](c2coc3ccccc3c2=O)C[C@H](OCCCCO)O1,-10.6,3.6,2.5,-1.8,-8.8,0.2,5.5,-2.1,-0.3,-0.2,0.9
CCCCC(Sc1nc(N)c(NC(=O)c2ccc(OC)cc2)c(=O)[nH]1)C(=O)O (stereo unspecified),10.3,1.6,4.3,3.6,1.7,-1.9,.,-3.7,0.0,1.1,1.6

# High-throughput results (PubChem)
